# Bioassay records as filed in PubChem BioAssay.
# FBPA Giardia inh – blocks Giardia fructose-bisphosphate aldolase activity. purified Giardia FBPA. 290,000 tested, 0.71% active. A8B2U2. Potency, µM (titrated, usually from 59.6 µM), without a hit: top-dose activity, negative = inhibition, usual class: inhibitors; note: potency is the fitted concentration of half-maximal effect; nearly all actives have a fitted effect of over 55% in size
# Target sequence (A8B2U2 whole entry, looked up): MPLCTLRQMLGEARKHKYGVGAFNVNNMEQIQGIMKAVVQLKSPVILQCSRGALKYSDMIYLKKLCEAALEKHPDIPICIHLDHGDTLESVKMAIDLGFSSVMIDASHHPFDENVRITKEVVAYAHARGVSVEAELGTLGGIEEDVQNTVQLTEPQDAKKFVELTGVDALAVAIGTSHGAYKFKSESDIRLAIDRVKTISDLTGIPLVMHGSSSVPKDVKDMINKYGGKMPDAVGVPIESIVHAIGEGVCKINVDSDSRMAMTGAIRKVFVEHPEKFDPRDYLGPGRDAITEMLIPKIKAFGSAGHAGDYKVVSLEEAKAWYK
#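 40 nM FBPA preincubated 10 min at RT with compound (up to 57.5 uM final), then substrate plus GAPDH/TPI/NAD/arsenate coupling and diaphorase/resazurin added. Fluorescence read after 20 min at RT, 525/598 nm.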
# Sm TGR inh – S. mansoni TGR enzyme inhibition | purified TGR, DTNB reduction, TNB absorbance 405 nm | Potency, µM (doses to about 114 µM), for inactives: at the highest dose activity change, negative = inhibition, hits mostly inhibitors | AID 485364 | 360,000 tested, 3% active | Q962Y6; note: potency is the fitted concentration of half-maximal effect; nearly all actives have a fitted effect of over 60% in size
#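 First, TGR (20 nM dispensed) and NADPH were mixed with compound. Second, a 15 min room-temperature incubation followed. Third, further NADPH and then DTNB were added to start the reaction. Finally, TNB absorbance was monitored kinetically.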
# HCV inh – blocks hepatitis C virus | 340,000 tested, 3.4% active | Huh7.5.1 HCVcc-Cre infection, luciferase reporter, 44 h | Potency, µM (top dose mostly 41.8 µM), for inactives: at the top dose activity change, negative = inhibition, hits mostly inhibitors; note: potency is the fitted concentration of half-maximal effect
#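 Seed cells (1,000/well) for 4 h; treat with compound and infect with HCVcc-Cre, moi about 0.5. Incubate 44 h, then detect luciferase activity.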
# AmpC inh no detg – inhibitors of E. coli AmpC beta-lactamase without detergent; Potency, µM (doses to about 57.1 µM), without a hit: at the top dose activity change, negative = inhibition, actives largely listed as inhibitors; AID 485341; 330,000 tested, 0.52% active; P00811; AmpC nitrocefin hydrolysis, absorbance 480 nm, 0.0001% Triton;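 note: potency is the fitted concentration of half-maximal effect; plate controls were no compound for no effect and no enzyme for full effect; nearly all actives have a fitted effect of over 20% in size; some results filed as inactive show a strong effect at the top dose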
# Target sequence (P00811 whole entry, looked up): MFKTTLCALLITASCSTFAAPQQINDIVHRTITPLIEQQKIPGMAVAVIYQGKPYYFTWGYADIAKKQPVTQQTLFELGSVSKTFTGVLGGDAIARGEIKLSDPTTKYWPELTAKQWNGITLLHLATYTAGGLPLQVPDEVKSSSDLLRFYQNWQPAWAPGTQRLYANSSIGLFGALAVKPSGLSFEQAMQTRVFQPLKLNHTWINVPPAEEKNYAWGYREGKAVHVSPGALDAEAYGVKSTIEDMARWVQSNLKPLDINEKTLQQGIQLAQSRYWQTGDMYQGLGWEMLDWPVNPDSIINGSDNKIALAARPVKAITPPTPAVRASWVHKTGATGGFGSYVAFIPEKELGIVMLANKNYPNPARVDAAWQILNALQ
#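 20 mM phosphate pH 7.0 + 0.01% (detergent screen) or 0.0001% Triton X-100; 5.3 nM AmpC reagent; cpd preinc 15 min RT; nitrocefin (800 uM stock) to start; A480 q20 s × 4 min; Activity was normalised to no-enzyme and no-compound control wells.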
# HCMV inh – human cytomegalovirus inhibition. HFF cells, HCMV-luciferase reporter, 72 h; stronger effect = lower value. activity change, negative = inhibition, % at 57.5 µM. 410,000 tested, 4.5% active. AID 1259415; in the data active = activity change below about -60%; inconclusive = no clear call, values can overlap the other calls; inactive = above about -39%
#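 Compounds were evaluated in HFFs infected with an HCMV luciferase reporter virus (MOI 1 PFU/cell). Luciferase in lysates collected 72 h post infection served as the replication measure.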
# AmpC detergent – AmpC beta-lactamase inhibition with detergent present. P00811. Potency, µM (highest dose often 114 µM), for the others: at the top dose activity change, negative = inhibition, most hits filed as inhibitors. 370,000 tested, 0.041% active. AmpC hydrolysis of nitrocefin, absorbance 480 nm, 0.01% Triton;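 note: potency is the fitted concentration of half-maximal effect; 0% = no-compound wells and -100% = no-enzyme wells; nearly all actives have a fitted effect of over 25% in size; some results filed as inactive show a strong effect at the top dose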
#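 20 mM phosphate pH 7.0 + 0.01% (detergent screen) or 0.0001% Triton X-100; 5.3 nM AmpC reagent; cpd preinc 15 min RT; nitrocefin (800 uM stock) to start; A480 q20 s × 4 min; Activity was normalised to no-enzyme and no-compound control wells.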
# Numbers without * were called inactive; ? = inconclusive; . = no result given; [ ] = another dose, or the depositor's remark. Unless noted, calls come from the whole dose curve; as a rule, active = well fitted curve in the direction sought with a large enough effect; inconclusive = small, poorly fitted or top-dose-only effect, or another doubt; inactive = no such curve, though single readings can be large; an effect the other way counts as inactive or inconclusive. Unless noted, % is set by controls: 0 for no effect and ±100 for the full control effect.
1: CCN(CC)C(=S)SCC(=O)Nc1ncc2c(n1)CCCC2=O
2: CCS(=O)(=O)c1ncc(Cl)c(C(=O)N2CCN(c3ccc(OC)cc3)CC2)n1
3: COc1ccc(NC(=O)c2oc3ccccc3c2NC(=O)c2cc(=O)c3c(C)cc(C)cc3o2)cc1
4: O=C(Nc1nnc(CSCc2ccc(F)cc2)s1)c1ccc([N+](=O)[O-])cc1
5: COc1ccc(C2Nc3ccc(Br)cc3C(c3ccccc3)N2CC(=O)O)cc1 (configuration not stated)
6: CC1Oc2ccccc2N(CC(=O)N2CCc3ccccc32)C1=O (configuration not stated)
7: C=CCC[C@H](Cc1ccc(F)cc1)C(=O)OC[C@H](C)NC(=O)[C@H](CC=C)CC(=O)N(CCO)Cc1ccccc1
8: Cc1noc(C)c1S(=O)(=O)N1CCCC(C(=O)NCCc2ccc(Cl)cc2)C1 (configuration not stated)
Compound | 1 | 2 | 3 | 4 | 5 | 6 | 7 | 8
FBPA Giardia inh | 3% | . | . | 0% | 3% | 6% | . | 3%
Sm TGR inh | -1% | 35µM* | -4% | -2% | -13% | -6% | . | -7%
HCV inh | -11% | . | . | 6% | 2% | -22% | ? | ?
AmpC inh no detg | 2% | . | . | ? | -37% | 0% | 251%[activator] | 0%
HCMV inh | 1 | -99* | 4 | -24 | 3 | -22 | ? | 37
AmpC detergent | 1% | 0% | 7% | 3% | -2% | ? | . | -5%

9: CCCOc1ccc(Cc2c(Cl)nc(SC)nc2NC)cc1
10: Cc1nnsc1NC(=O)OCC(C)C
11: CC1=C(C(N)=O)C(c2ccccc2[N+](=O)[O-])n2ncnc2N1 (configuration not stated)
12: COC(=O)[C@H](Cc1ccccc1)NC(=O)N(C)Cc1ccccc1
13: CCOc1ccccc1NC(=O)COC(=O)Cc1ccc(-c2ccccc2)cc1
14: CSc1c[n+]2c(n1C)CCC2
15: CSc1ccc(-c2nc(CSCC(=O)NC3CC3)c(C)o2)cc1
16: Cc1c(C(=O)N2CCCC2)c(S(=O)(=O)Nc2cccc(Br)c2)c(C)n1C
Compound | 9 | 10 | 11 | 12 | 13 | 14 | 15 | 16
FBPA Giardia inh | 4% | 0% | -5% | 1% | -6% | 1% | -17% | .
Sm TGR inh | -20% | 0% | -22% | 2% | -11% | -6% | -21% | -12%
HCV inh | 2.8µM* | 7% | 11% | 16% | 0% | 2% | ? | 0%
AmpC inh no detg | -29% | -14% | -6% | 9% | -26% | 1% | 29% | 55%
HCMV inh | -94* | 51 | -11 | 11 | -10 | -23 | 46 | 0
AmpC detergent | -12% | -7% | ? | -3% | -9% | ? | -6% | -6%

17: Cc1ccc(C(=O)N2CCCC(N3CCN(c4ccccc4F)CC3)C2)s1 (configuration not stated)
18: O=C(NC1=NCCS1)c1cccc(S(=O)(=O)N2CCc3ccccc32)c1
19: O=C(COC(=O)c1ccc(Cl)c(S(=O)(=O)N2CCCC2)c1)NCc1ccccc1
20: O=C(Cc1cccs1)NCc1cccc(CNC(=O)Cc2cccs2)c1
21: Cc1cccc(NC(=O)c2cccnc2)c1
22: CCN1CCCC1CNC(=O)C(=O)NC(C)C (configuration not stated)
23: COc1ccccc1N(C)S(=O)(=O)c1ccc(C(=O)N2CCCC(C(F)(F)F)C2)cc1 (configuration not stated)
24: Cc1ccc(N2CCN(c3ccc(C)cc3)C2c2ccccn2)cc1
Compound | 17 | 18 | 19 | 20 | 21 | 22 | 23 | 24
FBPA Giardia inh | . | -4% | . | 1% | 8% | -2% | . | ?
Sm TGR inh | -26% | 10% | . | -8% | 2% | 11%[57.1 µM] | 3% | -15%
HCV inh | -16% | ? | 3% | 0% | 18% | 22% | -27% | 11%
AmpC inh no detg | 89%[activator] | ? | -18% | -12% | -8% | -7% | 54% | 2%
HCMV inh | -33 | -26 | -22 | -5 | 70 | -34 | . | 21
AmpC detergent | 8% | 9% | . | 3% | 1% | -1% | 1% | 2%

25: COc1cccc(C(=O)Nc2ccc(C(F)(F)F)n(C)c2=O)c1
26: COc1ccc(OCCN2CCN(C3CC(=O)N(CCC(C)C)C3=O)CC2)cc1 (configuration not stated)
27: Cc1ccc2nc(-c3ccc(NC(=O)c4cccnc4)cc3)oc2c1
28: COc1ccc(-c2cc(-c3ccc(C)cc3)n[nH]2)c(O)c1
29: O=C(CNCC1CCCCC1)Nc1ccc(OC(F)(F)F)cc1
30: NC(=S)N=Nc1c(O)[nH]c2ccccc12
31: COc1ccc(N2CC(C(=O)Nc3ccc4c(c3)OCCO4)CC2=O)cc1 (configuration not stated)
32: CC1CCC2(CC1)NC(=O)N(CC(=O)NC1CCCCC1C)C2=O (configuration not stated)
Compound | 25 | 26 | 27 | 28 | 29 | 30 | 31 | 32
FBPA Giardia inh | -2% | 6% | -22% | 10% | -26% | -10% | 7% | .
Sm TGR inh | 4% | -3% | 13% | -1% | 0% | -6% | -10% | .
HCV inh | 3% | -30% | 10µM* | ? | 0% | 19% | 14% | 0%
AmpC inh no detg | -5% | 116%[activator] | 22% | -38% | 0% | -12% | -8% | 5%
HCMV inh | 46 | -19 | 33 | 126 | 0 | -14 | -15 | -2
AmpC detergent | -11% | -2% | 11% | -5% | -1% | ? | ? | .

33: Cc1ccc(NS(=O)(=O)c2ccc(NC(=O)[C@@H]3CCCC[C@@H]3C(=O)O)cc2)c(C)c1
34: COc1ccc2nc(Nc3nc(C)c(CCC(C)C)c(=O)[nH]3)nc(C)c2c1
35: O=C(O)[C@H](Cc1ccccc1)NC(=O)N1CCC(Cc2ccccc2)CC1
36: O=C1CCN(Cc2ccccc2)S(=O)(=O)c2c(F)cc(F)cc21
37: O=c1[nH]c(=S)n(-c2ccccc2Cl)c(O)c1C=NCCN1CCNCC1
38: COc1cccc(CN(C)C(=O)CSc2nc3ccccc3[nH]2)c1OC
39: CCC(O)(c1ccccc1)C(CN1CCOCC1)c1ccccc1 (configuration not stated)
40: Clc1cccc(CNCCNCc2cccc(Cl)c2)c1
Compound | 33 | 34 | 35 | 36 | 37 | 38 | 39 | 40
FBPA Giardia inh | ? | 6% | -6% | . | 3% | -27% | -10% | 3%
Sm TGR inh | 0% | -1% | 0% | ? | -27% | -11% | 1% | 0%
HCV inh | 6% | ? | 3% | 8% | 1% | -17% | 6% | -12%
AmpC inh no detg | -22% | -11% | -13% | -19% | 21% | -5% | 80%[activator] | -12%
HCMV inh | 7 | 26 | 13 | -19 | 7 | ? | 22 | -29
AmpC detergent | -9% | -12% | ? | 4% | ? | -7% | 4% | 9%

# Laid out differently: entries from further up
# The line under a structure holds: FBPA Giardia inh | Sm TGR inh | HCV inh | AmpC inh no detg | HCMV inh | AmpC detergent
29) O=C(CNCC1CCCCC1)Nc1ccc(OC(F)(F)F)cc1
→ -26% | 0% | 0% | 0% | 0 | -1%
30) NC(=S)N=Nc1c(O)[nH]c2ccccc12
→ -10% | -6% | 19% | -12% | -14 | ?
31) COc1ccc(N2CC(C(=O)Nc3ccc4c(c3)OCCO4)CC2=O)cc1 (configuration not stated)
→ 7% | -10% | 14% | -8% | -15 | ?
32) CC1CCC2(CC1)NC(=O)N(CC(=O)NC1CCCCC1C)C2=O (configuration not stated)
→ . | . | 0% | 5% | -2 | .
33) Cc1ccc(NS(=O)(=O)c2ccc(NC(=O)[C@@H]3CCCC[C@@H]3C(=O)O)cc2)c(C)c1
→ ? | 0% | 6% | -22% | 7 | -9%
34) COc1ccc2nc(Nc3nc(C)c(CCC(C)C)c(=O)[nH]3)nc(C)c2c1
→ 6% | -1% | ? | -11% | 26 | -12%
35) O=C(O)[C@H](Cc1ccccc1)NC(=O)N1CCC(Cc2ccccc2)CC1
→ -6% | 0% | 3% | -13% | 13 | ?
36) O=C1CCN(Cc2ccccc2)S(=O)(=O)c2c(F)cc(F)cc21
→ . | ? | 8% | -19% | -19 | 4%
37) O=c1[nH]c(=S)n(-c2ccccc2Cl)c(O)c1C=NCCN1CCNCC1
→ 3% | -27% | 1% | 21% | 7 | ?
38) COc1cccc(CN(C)C(=O)CSc2nc3ccccc3[nH]2)c1OC
→ -27% | -11% | -17% | -5% | ? | -7%
39) CCC(O)(c1ccccc1)C(CN1CCOCC1)c1ccccc1 (configuration not stated)
→ -10% | 1% | 6% | 80%[activator] | 22 | 4%
40) Clc1cccc(CNCCNCc2cccc(Cl)c2)c1
→ 3% | 0% | -12% | -12% | -29 | 9%

# The list continues.
41: CCc1sc(C(=O)Nc2nc(C)cs2)cc1C
42: COc1cccc(CC2(CO)CCCN(Cc3ccc(OC)c(C)c3OC)C2)c1 (configuration not stated)
43: Cc1ccc(C)c(NC(=O)CSc2cccc3cccnc23)c1
44: CSCC[C@H](NC(=O)OC(C)(C)C)C(=O)N/N=C/c1cc2ccc(C)cc2nc1Cl
45: O=C(O)CCCN=C1NC2(CCCC2)Cc2ccccc21
46: COc1ccc(C(=O)O/N=C(\N)c2ccc(OC)c(OC)c2)cc1
47: O=C1CC(c2ccco2)Sc2nc3ccccc3n21 (configuration not stated)
48: CCCc1nc2nc(C)c(NS(=O)(=O)c3ccc4c(c3)CCCC4)c(=O)n2[nH]1
Compound | 41 | 42 | 43 | 44 | 45 | 46 | 47 | 48
FBPA Giardia inh | -5% | 5% | -7% | 5% | 3% | -9% | 0% | -21%
Sm TGR inh | -3% | -5% | 9% | -10% | -15% | -2% | 50µM* | 2%
HCV inh | ? | ? | 1% | ? | 2% | 4% | 9% | 10%
AmpC inh no detg | -37% | 38% | -8% | -16% | -12% | 1% | -24% | -34%
HCMV inh | 29 | -11 | -19 | 46 | 36 | 69 | 77 | 9
AmpC detergent | -14% | -10% | -9% | -10% | 0% | -5% | -10% | -12%

49: Cc1cccn2c(=O)c3cc(S(=O)(=O)c4ccccc4)c(=N)n(Cc4cccnc4)c3nc12
50: O=C(O)CC(NC(=O)Cc1ccc([N+](=O)[O-])cc1)c1ccc2c(c1)OCO2 (configuration not stated)
51: CCn1ccc2cc(S(=O)(=O)N3CCCN(C(=O)Nc4ccc(C)cc4Cl)CC3)ccc21
52: O=Cc1cc([N+](=O)[O-])ccc1N1CCOCC1
53: COc1ccc(C)c2sc(NC(=O)C3CC3)nc12
54: O=C(Cn1c(=O)oc2ccccc21)Nc1nnc(N2CCCCCC2)s1
55: CCOC(=O)c1c(NC(=O)COc2cccc3c2CCN(Cc2ccc(F)cc2)C3=O)sc2c1CCC2
56: O=C(NCC1CCCO1)c1cccc(Oc2ccc([N+](=O)[O-])cc2Cl)c1 (configuration not stated)
57: Cc1ccc(C(=O)CSc2nc3ccccc3c(=O)[nH]2)cc1
58: COc1ccc(NC(=O)N2CCN(S(C)(=O)=O)CC2)cc1OC
Compound | 49 | 50 | 51 | 52 | 53 | 54 | 55 | 56 | 57 | 58
FBPA Giardia inh | . | 10% | . | 3% | 0% | 1% | 6% | 0% | -3% | -4%
Sm TGR inh | -7% | 6% | -5% | -17% | -8% | -4% | 6% | 4% | 0% | 15%[11.4 µM]
HCV inh | -29% | 8% | . | 0% | -16% | 14% | 2% | ? | 5% | 6%
AmpC inh no detg | -6% | -25% | . | -23% | -5% | -13% | -20% | 79%[activator] | -30% | -3%
HCMV inh | -38 | -32 | -26 | 9 | 47 | 3 | . | ? | -9 | -30
AmpC detergent | -1% | 8% | 1% | ? | ? | 9% | 6% | -1% | ? | ?
